GLP1R cytotox = cytotoxicity in counter-screen for GLP-1R inverse agonists; HEK293 cAMP-luciferase reporter cells, luminescence, 24 h; Potency, µM (series often up to 38.3 µM), without a hit: top-dose activity change, negative = inhibition, usual class: inhibitors; 410,000 tested, 0.13% active;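 note: loss of luciferase light is scored as toxicity; potency is the fitted concentration of half-maximal effect; % is set by controls: 0 for no effect and ±100 for the full control effect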
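Luminescence readout: signal drop marks cytotoxicity. Plated cells grew 12 h at 37 °C, 5% CO2, received 23 nL compound for 24 h, then got luciferase reagent, read after 12 min at RT.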
PI5P4K alpha inh = PI5P4K alpha (human) kinase inhibition; P48426; PI5P4Kalpha enzyme, ADP-Glo luminescence, 60 min; active compounds read low; max response, %; 330,000 tested, 1.2% active; AID 652105; active = max response of -50% or lower; inconclusive = between -30% and -50%; inactive = -30% or higher; note: value at the top dose of about 77 µM; % is set by controls: 0 for no effect and ±100 for the full control effect
Target sequence (P48426 whole entry, looked up): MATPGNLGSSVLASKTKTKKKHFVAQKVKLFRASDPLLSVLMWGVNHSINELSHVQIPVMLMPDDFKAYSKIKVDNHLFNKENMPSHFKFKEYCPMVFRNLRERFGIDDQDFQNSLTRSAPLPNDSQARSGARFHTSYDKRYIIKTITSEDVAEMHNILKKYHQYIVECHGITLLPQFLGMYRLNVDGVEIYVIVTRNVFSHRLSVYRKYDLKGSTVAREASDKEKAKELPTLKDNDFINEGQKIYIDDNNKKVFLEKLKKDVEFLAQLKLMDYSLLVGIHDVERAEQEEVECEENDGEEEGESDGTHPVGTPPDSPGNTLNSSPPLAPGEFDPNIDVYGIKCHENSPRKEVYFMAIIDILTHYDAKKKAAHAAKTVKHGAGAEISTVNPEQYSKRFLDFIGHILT
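Quantitative HTS of the MLSMR library against PI5P4Kalpha with substrate. ATP added last at 5 microM final; room temperature, 60 minutes. Remaining ATP depleted, ADP converted and read as luminescence.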
WRN inhibitor = WRN helicase (human) inhibition | 360,000 tested, 0.46% active | Potency, µM (top dose mostly 114 µM), inactives show at the highest dose activity change, negative = inhibition, actives largely listed as inhibitors | Q14191 | WRN helicase unwinding, fluorescent forked duplex, kinetic; note: potency is the fitted concentration of half-maximal effect; % is set by controls: 0 for no effect and ±100 for the full control effect; nearly all actives have a fitted effect of over 55% in size
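Fluorescence dequenching readout, ex 525 nm/em 598 nm, kinetic mode: forked duplex DNA (100 nM final) with adjacent fluorophore and quencher unwound by WRN (20 nM final) with 2 mM ATP. Compound preincubation 15 min, room temperature.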
PLK1 PBD block = PLK1 (human) polo-box domain binding inhibition. P53350. Plk1 PBD binding of FITC phosphopeptide, fluorescence polarization. Potency, µM, without a hit: max response, negative = inhibition, most hits filed as inhibitors. 360,000 tested, 2.8% active; note: potency is the fitted concentration of half-maximal effect; series mostly up to about 57 µM; % is set by controls: 0 for no effect and ±100 for the full control effect; nearly all actives have a fitted effect of over 65% in size
DRD3 antagonist = antagonists of human D3 dopamine receptor | D3R cells, DiscoveRx beta-arrestin luminescence, antagonist mode; active compounds read low | max response, negative = inhibition, % | 360,000 tested, 2.5% active; in the data active = max response below about -50%; inconclusive = no clear call, values can overlap the other calls; note: % is set by controls: 0 for no effect and ±100 for the full control effect; mostly tested at two doses, the higher about 12 µM
Target sequence (P35462 whole entry, looked up): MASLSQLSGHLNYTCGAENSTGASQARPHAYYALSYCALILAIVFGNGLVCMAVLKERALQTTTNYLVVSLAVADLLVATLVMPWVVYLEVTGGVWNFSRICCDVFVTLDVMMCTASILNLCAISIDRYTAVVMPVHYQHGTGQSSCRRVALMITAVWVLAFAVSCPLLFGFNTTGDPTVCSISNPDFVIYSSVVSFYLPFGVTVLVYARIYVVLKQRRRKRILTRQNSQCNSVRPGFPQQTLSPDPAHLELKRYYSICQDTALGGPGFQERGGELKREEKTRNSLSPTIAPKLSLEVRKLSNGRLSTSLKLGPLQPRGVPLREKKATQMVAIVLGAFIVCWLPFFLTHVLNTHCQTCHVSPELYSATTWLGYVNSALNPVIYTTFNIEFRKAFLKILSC
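Cells expressing the human receptor were seeded at 1500 cells/well, incubated overnight at 37 degrees C in 5% CO2, then exposed to library compounds with dopamine controls for 90 minutes at 37 degrees C before luminescent detection.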
GLP1R ag = GLP-1 receptor (human) agonism | P43220 | HEK293 GLP-1R CRE-luciferase, luminescence, 4-6 h; cells express a hypersensitive GLP-1R form | Potency, µM (highest dose often 45.6 µM), for inactives: top-dose activation, actives largely listed as activators | 380,000 tested, 0.007% active | AID 624172; note: potency is the fitted concentration of half-maximal effect; % of control where 0% means no effect
DRD3 agonist = agonists of human D3 dopamine receptor. D3R DiscoveRx beta-arrestin cells, luminescence, 90 min. max activation, %. 410,000 tested, 0.58% active. AID 652048; in the data active = max activation above about 30%; note: 0% is about no effect; mostly tested at two doses, the higher about 12 µM
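Cells at 1500/well, incubated overnight, then treated with pinned compounds (dopamine as control) for 90 min at 37 degrees C. DiscoveRx reagent added for 30 - 60 minutes at room temperature; luminescence read.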
IL-2 act = activates IL-2 in a cell-based reporter assay | AID 652025 | 360,000 tested, 0.065% active | activation, % (series mostly up to about 46 µM) | IL-2 activation reporter assay, cell-based qHTS; stimulated with anti-CD3/CD4/CD28 beads; in transgenic mouse T cells; in the data active = activation above about 50%; inconclusive = mostly about 30% to 49%; note: 0% is about no effect
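Unstimulated transgenic mouse T cells; 60-min compound exposure; bead-based TCR/CD4/CD28 stimulation; 18 h culture, 37 degrees C; dual fluorescence (EGFP, DsRed) plate cytometry.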
GLP1R inv ag = acts as inverse agonist at human GLP-1 receptor; P43220; HEK293 GLP-1R CRE-luciferase, luminescence, 24 h; GLP-1R form is constitutively active; Potency, µM (doses to about 38.3 µM), inactives show top-dose activity change, negative = inhibition, most hits filed as inhibitors; 410,000 tested, 1.6% active; AID 624417; note: potency is the fitted concentration of half-maximal effect; % is set by controls: 0 for no effect and ±100 for the full control effect; nearly all actives have a fitted effect of over 55% in size
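Using stably transfected HEK293 (constitutively active GLP-1R, cAMP-luciferase reporter), compounds were incubated 24 hr and luciferase measured by luminescence.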
Numbers without * were called inactive; ? = inconclusive; . = no result given; & = joins results of further samples; [ ] = remark or other dose. Unless noted, calls come from the whole dose curve; as a rule, active = well fitted curve in the direction sought with a large enough effect; inconclusive = small, poorly fitted or top-dose-only effect, or another doubt; inactive = no such curve, though single readings can be large; an effect the other way counts as inactive or inconclusive.

SMILES	GLP1R cytotox	PI5P4K alpha inh	WRN inhibitor	PLK1 PBD block	DRD3 antagonist	GLP1R ag	DRD3 agonist	IL-2 act	GLP1R inv ag
CCC(C)(C)n1nnnc1C(c1ccc2ncccc2c1)N1CCN(c2nc3ccccc3s2)CC1 (stereo unspecified)	-12%	.	-11%	4%	-17	-1%	-16	-1.6	-19%
CC(C)(C)OC(=O)NCC(=O)N1CCC(C(=O)O)CC1	8%	7	-11%	1%	1	-20%	2	0.2	-3%
Cc1ccc(NC(=S)N2CCCCCC2)cc1	9%	-5	-2%	7%	23	0%	12	-2.7	-15%
Cc1c(C)n(C)c2ccc(C(=O)NCCCN(C)C3CCCCC3)cc12	-12%	7	4%	-8%	?	-4%	-24	-1.6	?
O=C(COC(=O)CNC(=O)C1CCCCC1)Nc1ccc(Br)cc1Br	4%	2	-14%	-5%	16	2%	0	0.1	20%
Cc1cc(=O)oc(C)c1C(=O)Nc1cnc2ccccc2c1	15%	2	-5%	-6%	5	-7%	-4	-0.2	1%
CCC(C)(C)n1nnnc1C(c1ccncc1)N1CCC(C)CC1 (stereo unspecified)	-5%	10	-8%	-5%	-16	-9%	-3	-0.8	-14%
COC(=O)C[C@@H]1C=C[C@H](NC(=O)c2cnccn2)[C@@H](CO)O1	-4%	-1	0%	-12%	13	.	7	2.3	16%
CCc1cccc(NC(=O)c2coc(=O)c3ccccc23)c1	-18%	.	.	.	.	-1%	-2	.	?
O=S(=O)(c1ccccc1)N1CCN=C1SCc1c(F)cccc1Cl	-2%	-2	-21%	0%	-13	24%	-1	-4.1	?
CCNC(=S)N1CCN(CC(=O)Nc2ccc(Br)cc2)CC1	-13%	2	-7%	-6%	11	0%	8	0.4	?
O=S(=O)(c1ccc(Cl)s1)N1CCC(Cc2ccccc2)CC1	5%	.	-5%	2%	-25	-4%	-28	-0.6	0%
O=C(O)c1cc(S(=O)(=O)N2CC3CC3C2C(=O)O)c(Cl)cc1Cl (stereo unspecified)	-13%	-3	10%	-3%	11	-5%	2	-2.8	1%
COc1ccc(NS(=O)(=O)c2cccc(C(=O)NCC(c3ccc(F)cc3)N3CCOCC3)c2)cc1 (stereo unspecified)	-8%	3	8%	-7%	-16	5%	1	-0.8	-18%
CCN1C(=O)C(CC(=O)Nc2ccc(F)cc2)N(Cc2cccs2)C1=S (stereo unspecified)	-5%	6	-19%	-6%	5	3%	5	0.8	?
N#Cc1ccc(NC(=O)N2CCC(c3nc4c(nnn4Cc4cccc(Cl)c4)c(=O)[nH]3)CC2)cc1	0%	.	-14%	-5%	24	19%	8	0.1	0%
CCOC(=O)N1CCC(NC(=O)CS(=O)Cc2nc(-c3ccc(C)cc3)oc2C)CC1 (stereo unspecified)	-1%	-1	3%	-8%	15	-2%	6	-0.2	-14%
Cc1ccccc1C(=O)NC(C)c1ccc2c(c1)CCCC2 (stereo unspecified)	17%	8	-3%	-12%	14	0%	6	0.2	?
CCN1C(=O)CC(N2CCC(Nc3ccc(OC)cc3)CC2)C1=O (stereo unspecified)	-16%	-6	-15%	-3%	-24	1%	-7	-0.5	-21%
Cc1ccc(-c2csc(N(Cc3ccccc3)C(=O)COc3ccccc3)n2)cc1	-9%	1	-4%	-7%	-8	-12%	-1	-2.0	3%
C[C@@H]1CN(C(=O)c2nc3ccc(Cl)cn3c2CN(C)CCc2cnn(C)c2)C[C@H](C)O1	0%	4	-3%	-6%	2	0%	3	-1.1	18%
CC(C)(C)c1cc(NC(=O)COC(=O)c2nccnc2N)n(-c2ccccc2)n1	-2%	-1	-15%	-1%	20	12%	12	5.1	10%
COc1ccccc1CNC(=O)[C@@H]1CCCN1S(=O)(=O)c1ccccc1F	13%	0	-30%	-29%	-19	9%	2	-0.7	5%
CCN1CCc2c(OCC(=O)Nc3ccccc3)cccc2C1=O	18%	-6	-35%	1%	2	-3%	-2	0.0	2%
CCN1C(=O)[C@H]2[C@@H](c3ccc(-c4ccc(C(C)=O)cc4)cc3)N3CCC[C@@]3(C(=O)OC)[C@H]2C1=O	3%	0	-3%	1%	55	6%	-8	-0.3	-14%
O=C(CN1CCc2ccccc2C1)Nc1cc(S(=O)(=O)N2CCOCC2)ccc1N1CCOCC1	-11%	5	-13%	-7%	-22	5%	-1	4.0	24%
CCOC(=O)C1CCCN(c2c(NCCc3cccc(C)c3)c(=O)c2=O)C1 (stereo unspecified)	-3%	-5	-3%	2%	12	0%	5	1.1	8%
CC(Oc1ccc(F)cc1)C(O)CCN(C)C (stereo unspecified)	-11%	2	5%	-1%	5	-7%	0	0.4	11%
c1ccc2c(-c3nc4ccccc4[nH]3)cccc2c1	-19%	3	-3%	1%	8	17%	8	-2.9	?
CCc1ccc(S(=O)(=O)N2CCN(C(=O)c3cccnc3)CC2)cc1	0%	-1	3%	-6%	10	10%	5	0.3	10%

3 entries from above in a different format:
canonical_smiles,GLP1R cytotox,PI5P4K alpha inh,WRN inhibitor,PLK1 PBD block,DRD3 antagonist,GLP1R ag,DRD3 agonist,IL-2 act,GLP1R inv ag
c1ccc2c(-c3nc4ccccc4[nH]3)cccc2c1,-19%,3,-3%,1%,8,17%,8,-2.9,?
COc1ccccc1CNC(=O)[C@@H]1CCCN1S(=O)(=O)c1ccccc1F,13%,0,-30%,-29%,-19,9%,2,-0.7,5%
CC(Oc1ccc(F)cc1)C(O)CCN(C)C (stereo unspecified),-11%,2,5%,-1%,5,-7%,0,0.4,11%

Remaining list, next part
SMILES	GLP1R cytotox	PI5P4K alpha inh	WRN inhibitor	PLK1 PBD block	DRD3 antagonist	GLP1R ag	DRD3 agonist	IL-2 act	GLP1R inv ag
O=c1[nH]c(=S)[nH]c2sccc12	6%[7.66 µM]	?	19%	15µM*	?	0%	5	-0.8	13%[7.66 µM]
CCc1nnc(NC(=O)[C@@H](NC(=O)c2cccc(S(=O)(=O)N(CC)CC)c2)C(C)C)s1	4%	.	-1%	-8%	9	2%	5	-2.2	1%
COc1ccc(C(=O)NC2CC2)cc1OC1CCN(Cc2cnn(C)c2C)CC1	2%	-12	-23%	-2%	?	-13%	-21	-1.0	16%
COc1ccccc1-c1cc(NC=O)c2ncc(-c3cccc(C(C)=O)c3)n2c1	-2%	-15	-15%	-2%	2	?	-17	0.9	-26%
O=C(Cn1ncc2ccccc21)N1CCN(c2cccc(C(F)(F)F)c2)CC1	9%	.	-10%[57.1 µM]	-10%	-23	1%	-28	-2.7	?
O=C(O)c1ccc(CSc2nc3ccccc3[nH]2)cc1	-1%	-2	1%	6%	4	-7%	3	3.5	18%
CCCCNC(=O)Nc1nnc(SCC(=O)OCC)s1	-18%	6	-4%	-8%	-9	12%	2	-3.1	-7%
CCOC(=O)c1cnc2c(C)cccc2c1NCc1ccco1	4%	.	-13%	-6%	4	20%	-6	-1.8	?
O=C(NCc1ccc(F)cc1)C1(c2cccs2)CCOCC1	-9%&12%	-3	-5%	-10%	-6	-9%	-10&3	1.9	1%&-9%
CCc1cc2c(=O)c(-c3nc4ccccc4n3C)coc2c(CN2CCOCC2)c1O	-4%	1	1%	-8%	4	0%	-3	2.6	12%
CC(C)COP(=O)(OCC(C)C)C(Nc1ccccc1)c1ccc2c(c1)OCO2 (stereo unspecified)	-2%	15	-18%	-1%	15	-7%	10	-3.2	-17%
CCN(CC)CCCNC(=O)c1cc2c(=O)n(CC)c3ccccc3c2s1	-9%	-2	6%	0%	-27	-3%	-12	0.7	?
CC(C)c1nc(SCC(=O)Nc2cccc(C(=O)O)c2)c2c3c(sc2n1)CCCC3	-25%	-12	-28%	42µM*	4	9%	15	-2.8	86%[activator]
O=S(=O)(NCC1CCCO1)c1ccc2oc3ccc(S(=O)(=O)NCC4CCCO4)cc3c2c1 (stereo unspecified)	3%	.	-11%	-3%	?	6%	-9	-0.9	-6%
COc1cccc(/C=C/c2ccc3cccc(O)c3n2)c1OC	?	40	-11%	-8%	-160*	23%	-20	-3.6	?
Nc1c(C(=O)Nc2ccc3c(c2)OCCO3)nnn1CCc1ccccc1	-12%	0	0%	-2%	-19	0%	0	-1.9	-28%
Cc1cc(C)cc(SCc2noc(C(=O)NCCCN3CCOCC3)c2C(=O)NCCCN2CCOCC2)c1	7%	-4	18%	-8%	9	7%	-10	0.5	?
Cc1ccc(/C=C/C(=O)NC(C)c2ccccc2)cc1 (stereo unspecified)	-6%	-7	2%	-14%	-1	4%	2	-0.4	-21%
CCC(CC)C(=O)NCCc1cc2c(C)ccc(C)c2[nH]c1=O	5%	-2	-5%	2%	15	-1%	3	-1.1	12%
COc1ccc(CCNC(=O)CSc2nc(=O)[nH]c3c2CCC3)cc1OC	-10%	-4	-16%	0%	4	8%	10	-0.3	24%
COc1cccc(-c2nnc(NC(=O)c3ccccc3Br)o2)c1	-1%	5	-13%	-5%	0	-4%	-12	-2.7	-19%
Cc1ccc(Cc2c(-c3ccccc3)nc3ccc(Cl)cn23)cc1	0%	4	-9%	-1%	6	23%	3	-3.4	?
CCOC(=O)/C(C#N)=C/c1c(N2CCN(C)CC2)nc2c(C)cccn2c1=O	-4%	-8	0%[57.1 µM]	1%	0	14%	1	-2.2	90%[activator]
Cc1cc2c(=O)n(CC(=O)N3CCN(c4ccccc4)CC3)cnc2s1	-13%	-6	-17%	-3%	28	-24%	-6	-2.9	-13%
NC(=O)c1ccsc1NC(=O)COC(=O)CSc1ccc(Cl)cc1	3%	8	-7%	-20%	4	7%	4	2.0	16%
Cc1nc(CS(=O)(=O)c2ccc(Cl)cc2)cc(Sc2ccccc2Cl)n1	3%	12	-5%	-5%	26	-1%	5	0.4	?
COc1ccc(NC(=O)c2cc(-c3ccco3)nc3ccccc23)cc1	-8%	?	-22%	-9%	8	6%	-9	-2.8	?
CCn1c(Cc2ccccc2)nnc1SCC(=O)OC(C)C	-4%	.	-14%	-2%	-22	12%	-9	-3.4	-22%
O=C(O)c1[nH]c2ccc(Cl)cc2c1CC(=O)N1CCN(c2ccccc2)CC1	4%	11	-28%	-11%	15	-1%	-6	-4.9	0%

Screens deposited in PubChem by National Center for Advancing Translational Sciences (NCATS).

No enrichment for hits; about 7.8% have a hit in one of these screens.
